Compound activity as filed in PubChem.
DRD3 antagonist: qHTS of D3 Dopamine Receptor Antagonist: qHTS; D(3) dopamine receptor (Homo sapiens), P35462; D3R cells, DiscoveRx beta-arrestin luminescence, antagonist mode; active compounds read low; max response, negative = inhibition, %; 360,000 compounds, 2.5% hits; in the data active = max response below about -50%; inconclusive = no clear call, values can overlap the other calls; also: % is scaled to controls: 0 for no effect and ±100 for the full control effect; mostly tested at two doses, the higher about 12 µM
Target sequence (P35462 whole entry, looked up): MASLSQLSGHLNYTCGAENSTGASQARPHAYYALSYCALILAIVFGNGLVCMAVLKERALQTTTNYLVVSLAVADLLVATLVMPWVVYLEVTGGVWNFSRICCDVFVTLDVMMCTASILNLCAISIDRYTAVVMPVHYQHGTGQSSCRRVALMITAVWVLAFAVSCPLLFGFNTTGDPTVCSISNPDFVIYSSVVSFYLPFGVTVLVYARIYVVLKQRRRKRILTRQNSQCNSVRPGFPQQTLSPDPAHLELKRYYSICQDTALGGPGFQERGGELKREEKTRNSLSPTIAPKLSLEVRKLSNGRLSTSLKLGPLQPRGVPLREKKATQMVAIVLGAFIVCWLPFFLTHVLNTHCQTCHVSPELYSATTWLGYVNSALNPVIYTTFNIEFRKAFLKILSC
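Cells plated overnight at 1500 cells/well, then exposed to library compounds with dopamine controls for 90 minutes at 37 degrees C. DiscoveRx reagent added for 30–60 minutes at room temperature; luminescence read, quantitative HTS format.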
HT1080-NT tox: qHTS for induction of synthetic lethality in tumor cells producing 2HG: qHTS for the HT-1080-NT fibrosarcoma cell line | 360,000 compounds, 1.6% hits | Potency, µM (doses to about 46.1 µM), inactives show top-dose activity, negative = less viability, hits mostly cytotoxic | HT-1080-NT fibrosarcoma viability, CellTiter-Glo ATP luminescence, 48 h;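 also: NT is the 2HG producing partner of a matched IDH1 knockdown line; potency is read from the fitted curve at half-maximal effect; 0% = DMSO-treated cells and -100% = media-only wells without cells; nearly all actives have a fitted effect of over 55% in size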
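HT-1080-NT fibrosarcoma cells (2HG-overproducing), 750 cells/well in RPMI with 5% FBS, dosed after 2 h and incubated 48 h at 37C. CellTiter-Glo luminescence normalized to DMSO and no-cell wells; concentration-response curves fitted and classed.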
SW480 rereplic: A quantitative high throughput screen for small molecules that induce DNA re-replication in SW480 colon adenocarcinoma cells. SW480 DNA re-replication, Hoechst DNA content imaging, 48 h. Potency, µM (series often up to 46.1 µM), for inactives: at the top dose re-replication activation, usual class: activators. 340,000 compounds, 1.8% hits; also: potency is read from the fitted curve at half-maximal effect; % of control where 0% means no effect; nearly all actives have a fitted effect of over 55% in size
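Quantitative HTS format with DMSO vehicle controls; 48 hr drug incubation at 37 C, then 40 min Hoechst staining and scanning imager measurement at 405 nm excitation.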
DRD3 agonist: qHTS of D3 Dopamine Receptor Agonist: qHTS; D(3) dopamine receptor (Homo sapiens), P35462; D3R DiscoveRx beta-arrestin cells, luminescence, 90 min; max activation, %; 410,000 compounds, 0.58% hits; AID 652048, 2013; in the data active = max activation above about 30%; also: 0% is about no effect; mostly tested at two doses, the higher about 12 µM
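Agonist-mode cell screen: cells plated at 1500/well and incubated overnight at 37 °C, then exposed to library compounds for 90 min at 37 °C. Detection reagent was added for 30–60 min at room temperature, and luminescence was read.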
KB-V1 cytotox: qHTS assay for MDR1-selective chemotherapeutics: Primary screen using the drug-selected MDR subline cells KB-V1. KB-V1 MDR cells viability, CellTiter-Glo, 72 h. Potency, µM (highest dose often 46.1 µM), without a hit: at the highest dose activity change, negative = cytotoxicity, usual class: cytotoxic. 400,000 compounds, 3.4% hits. AID 1347076, 2019; also: potency is read from the fitted curve at half-maximal effect; % is scaled to controls: 0 for no effect and ±100 for the full control effect; nearly all actives have a fitted effect of over 60% in size
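In this primary screen, KB-V1 cells overexpressing P-gp are incubated with library compounds (lowest to highest concentration) for 72 h at 37 degrees C before a luminescent ATP viability read.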
KB-3-1 cytotox: qHTS assay for MDR1-selective chemotherapeutics: Primary screen using the parental adenocarcinoma cell KB-3-1. KB-3-1 viability, CellTiter-Glo ATP luminescence, 72 h. Potency, µM (highest dose often 46.1 µM), inactives show at the top dose activity change, negative = cytotoxic, actives largely listed as cytotoxic. 400,000 compounds, 1.4% hits; also: potency is read from the fitted curve at half-maximal effect; % is scaled to controls: 0 for no effect and ±100 for the full control effect; nearly all actives have a fitted effect of over 60% in size
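KB-3-1 parental drug-naive adenocarcinoma cells in DMEM/10% FBS, incubated 72 h at 37 C with pin-transferred compounds across a concentration series. Viability by CellTiter-Glo luminescence; concentration-response curves fitted after normalization.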
GLP1R ag: qHTS of GLP-1 Receptor Agonists; HEK293 GLP-1R CRE-luciferase, luminescence, 4-6 h; cells express a hypersensitive GLP-1R form; Potency, µM (top dose mostly 45.6 µM), for the others: at the highest dose activation, most hits filed as activators; 380,000 compounds, 0.007% hits; AID 624172, 2012; also: potency is read from the fitted curve at half-maximal effect; % of control where 0% means no effect
Target sequence (P43220 whole entry, looked up): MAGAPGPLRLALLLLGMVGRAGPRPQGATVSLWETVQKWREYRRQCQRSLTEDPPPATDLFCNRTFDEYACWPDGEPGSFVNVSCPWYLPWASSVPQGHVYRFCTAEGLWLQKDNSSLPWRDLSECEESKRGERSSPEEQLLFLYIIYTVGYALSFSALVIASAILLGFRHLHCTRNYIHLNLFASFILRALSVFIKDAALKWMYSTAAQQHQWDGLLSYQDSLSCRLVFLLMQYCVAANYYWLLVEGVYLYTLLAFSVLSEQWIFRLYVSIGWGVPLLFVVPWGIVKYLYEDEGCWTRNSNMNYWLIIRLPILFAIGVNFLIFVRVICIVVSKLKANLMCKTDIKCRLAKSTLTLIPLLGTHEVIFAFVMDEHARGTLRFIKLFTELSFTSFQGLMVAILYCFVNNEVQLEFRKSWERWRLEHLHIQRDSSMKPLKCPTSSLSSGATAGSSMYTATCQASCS
IL-1B inflam inh: qHTS for Inhibitors of Inflammasome Signaling: IL-1-beta AlphaLISA Primary Screen. THP-1 LPS/ATP IL-1B secretion, AlphaLISA, 16 h; active compounds read low. activity change, % at 57.5 µM. 360,000 compounds, 4.7% hits. AID 743279, 2014; in the data active = activity change below about -50%; inconclusive = mostly about -30% to -49%; also: % is scaled to controls: 0 for no effect and ±100 for the full control effect
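THP-1 cells pretreated 1 hr with compounds (up to 57.5 uM final), then stimulated with LPS (250 ng/mL final) plus ATP (1.25 mM final); secreted IL-1B measured by AlphaLISA after 16 hr, decreased signal indicating inhibition.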
HT1080 IDH1KD tx: qHTS for induction of synthetic lethality in tumor cells producing 2HG: qHTS for the HT-1080-IDH1KD cell line; AID 686971, 2013; 360,000 compounds, 2% hits; HT-1080 IDH1 knockdown viability, ATP luminescence, 48 h; Potency, µM (highest dose often 46.1 µM), for inactives: at the top dose activity, negative = toxicity, hits mostly cytotoxic;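 also: potency is read from the fitted curve at half-maximal effect; 0% = DMSO wells and -100% = cell-free medium wells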
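Assay cells: HT-1080 with IDH1 knockdown, 750 per well, RPMI/5% FBS. Exposure: 48 h at 37 °C following 2 h pre-incubation. Read: CellTiter-Glo luminescence; fitted concentration-response, curve class assigned.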
Starred values were filed as active, the others as inactive; ? = inconclusive; nt = no result given; [ ] = remark or other dose. Unless noted, calls follow the shape of the dose curve; as a rule, active = well fitted curve in the direction sought with a large enough effect; inconclusive = small, poorly fitted or top-dose-only effect, or another doubt; inactive = no such curve, though single readings can be large; an effect the other way counts as inactive or inconclusive.

1	O=C(CN1C(=O)C2CC=CCC2C1=O)Nc1ccc(S(=O)(=O)NC2=NCCCCC2)cc1 (centres undefined)
2	O=C(NCc1cccnc1)Nc1ccccc1F
3	CCOCCCN(C)C1CCN(C(=O)c2oc3ccccc3c2NC(=O)c2cccc([N+](=O)[O-])c2)CC1
4	Cc1ccc(N=Cc2ccc(N(C)C)cc2)cc1C
5	COc1ccccc1NC(=O)N1CCN(c2cccc(C(F)(F)F)c2)CC1
6	CCOc1ccc(S(=O)(=O)NCCC(=O)N2CCCN(C)CC2)cc1
7	COc1ccc2c(c1)c(=O)oc1c(C)c(OCc3ccc(C(=O)O)cc3)ccc12
8	CCN1CCN(CC(=O)Nc2nc3ccccc3s2)CC1
screen / no.	1	2	3	4	5	6	7	8
DRD3 antagonist	4	-11	?	11	-24	10	-7	7
HT1080-NT tox	12%	10%	-10%	12%	11%	1%	13%	-1%
SW480 rereplic	-36%[inhibitor]	-8%	0%	-4%	-5%	-2%	-1%	-3%
DRD3 agonist	7	4	-19	4	-3	-1	-2	-2
KB-V1 cytotox	2%	-1%	12%	2%	?	-6%	-8%	13%
KB-3-1 cytotox	17%	16%	0%	-2%	0%	-1%	2%	1%
GLP1R ag	-13%	-8%	0%	2%	0%	-2%	14%	6%
IL-1B inflam inh	-3	-1	-18	15	-15	0	-25	10
HT1080 IDH1KD tx	4%	17%	-1%	4%	0%	-1%	0%	10%

9	Cc1ccc(C2=CC(c3ccccc3)n3ncnc3N2)c(C)c1 (centres undefined)
10	CCC1CCCCN1C(=O)COc1ccc2c(c1)OCO2 (centres undefined)
11	O=C(Nc1nc2cc3c(cc2s1)OCCO3)c1ccc(N2C(=O)CCC2=O)cc1
12	CN(CC(=O)NCc1ccc(F)cc1)S(=O)(=O)c1cccc2nsnc12
13	CC(=O)C1=C(c2ccccc2)NC(=O)NC1c1ccccc1OCC(=O)NCc1ccccc1 (centres undefined)
14	COc1ccccc1OCCC(=O)O
15	CCOC(=O)N1CCN(C(=O)COC(=O)c2ccc(O)cc2O)CC1
16	N#Cc1cccc(NC(=O)C2CCN(S(=O)(=O)c3ccc4[nH]c(=O)ccc4c3)CC2)c1
screen / no.	9	10	11	12	13	14	15	16
DRD3 antagonist	-10	-18	-5	-2	11	-3	?	nt
HT1080-NT tox	9%	0%	0%	0%	10%[9.24 µM]	12%	2%	nt
SW480 rereplic	-11%	-1%	-8%	-3%	-1%	3%	1%[1.84 µM]	nt
DRD3 agonist	7	-1	-4	-4	3	14	-22	3
KB-V1 cytotox	5%	10%	6%	-10%	4%	13%	22%	15%
KB-3-1 cytotox	-19%	11%	-4%	8%	5%	12%	2%	-2%
GLP1R ag	11%	11%	3%	1%	-1%	-2%	-3%	-6%
IL-1B inflam inh	22	?	9	-11	-11	5	-7	nt
HT1080 IDH1KD tx	9%	9%	2%	9%	-19%	6%	3%	nt

17	COCCN(C(=O)COC(=O)/C=C/c1ccc(OC)c(OC)c1)c1c(N)n(Cc2ccccc2)c(=O)[nH]c1=O
18	NC1=NC(=O)/C(=C/c2cccs2)S1
19	COC(=O)c1cc(C)nc2c1C(=O)C(=O)C=C2N1CCOCC1
20	CN(C)c1ccc(C(=O)c2ccc(O)cc2O)cc1
21	COc1cccc2[nH]c3c(N4CCC(C)CC4)ncnc3c12
22	S=C(NNC(=S)Nc1ccccc1)Nc1ccccc1
23	COC(=O)c1ccccc1NC(=O)Cn1c(=O)n(CCCC(=O)NCCc2ccc(OC)c(OC)c2)c(=O)c2ccccc21
24	COC(=O)c1ccc(NC(=O)CSc2nnc(C3CC3)n2C)cc1
screen / no.	17	18	19	20	21	22	23	24
DRD3 antagonist	-69*	-13	-100*	-21	-11	0	nt	1
HT1080-NT tox	0%	4%	6.5µM*	-7%	-6%	5%	nt	1%
SW480 rereplic	5%	1%	?	0%	-1%	-11%	nt	?
DRD3 agonist	-3	-15	0	-4	-31	-5	1	-14
KB-V1 cytotox	0%	0%	?	?	?	-4%	3%	19%
KB-3-1 cytotox	17%	4%	?	-3%	?	7%	12%	-13%
GLP1R ag	0%	-9%	-11%	1%	12%	8%	1%	4%
IL-1B inflam inh	6	-1	-100*	40	-52*	?	nt	7
HT1080 IDH1KD tx	2%	-5%	5.2µM*	-15%	-19%	4%	nt	-22%

Next part (4 carried over from the part before).
no.	SMILES	DRD3 antagonist	HT1080-NT tox	SW480 rereplic	DRD3 agonist	KB-V1 cytotox	KB-3-1 cytotox	GLP1R ag	IL-1B inflam inh	HT1080 IDH1KD tx
21	COc1cccc2[nH]c3c(N4CCC(C)CC4)ncnc3c12	-11	-6%	-1%	-31	?	?	12%	-52*	-19%
22	S=C(NNC(=S)Nc1ccccc1)Nc1ccccc1	0	5%	-11%	-5	-4%	7%	8%	?	4%
23	COC(=O)c1ccccc1NC(=O)Cn1c(=O)n(CCCC(=O)NCCc2ccc(OC)c(OC)c2)c(=O)c2ccccc21	nt	nt	nt	1	3%	12%	1%	nt	nt
24	COC(=O)c1ccc(NC(=O)CSc2nnc(C3CC3)n2C)cc1	1	1%	?	-14	19%	-13%	4%	7	-22%
25	O=C(c1cccc(OC(F)F)c1)N1CCN(c2ncccn2)CC1	8	20%	-7%[9.22 µM]	4	-1%	6%	-6%	-13	15%
26	O=C(Nc1ccc(N2CCOCC2)cc1)NC1CCCCC1	15	-3%	-1%	-2	4%	13%	2%	-2	8%
27	COc1ccc(S(=O)(=O)N2CCOC2CNC(=O)C(=O)NCCCN(C)C)cc1C (centres undefined)	6	6%	-8%	-4	5%	10%	-1%	-7	2%
28	COc1ccc(Nc2nnc(-c3ccc(O)cc3)c3ccccc23)cc1C(N)=O	-11	2%	-4%	-1	-18%	16%	11%	8	-4%
29	O=C(Cn1c(=O)n(CCC(=O)N2CCc3ccccc3C2)c(=O)c2ccccc21)NCC1CCCO1 (centres undefined)	18	7%	-1%	-14	-19%	23%	3%	-7	16%
30	O=C(NC1CCCCC1)C1c2ccccc2C(=O)N1Cc1ccco1 (centres undefined)	3	6%	-4%	6	0%	-3%	13%	10	8%
31	CCC1(C)Cc2c(sc3nc(SC)[nH]c(=S)c23)CO1 (centres undefined)	-21	?	28%	13	-15%	-10%	2%	32	-26%
32	O=C(N/N=C/C(Br)=C\c1ccccc1)c1ccco1	-3	-14%	?	13	?	0%	24%	?	-6%
33	CC(C)C1C(=O)CC(c2ccccc2)NC1c1ccccc1 (centres undefined)	20	9%	-4%	-6	-3%	1%	4%	-5	12%
34	COc1ccc(CNC(=O)COC(=O)c2cc(C)nc3ccccc23)cc1	-15	0%	1%	-4	nt	nt	5%	-3	-1%
35	CC1CCCCCCC1OC(=O)c1ccccc1C(=O)O (centres undefined)	5	3%	-2%	2	12%	-1%	-2%	1	6%
36	CC(C)C(NC(=O)c1ccccc1NC(=O)C(C)(C)C)C(=O)N1CCOCC1 (centres undefined)	4	2%	-4%	-4	?	23%	-31%	38	1%
37	CN1CCN(c2nc(-c3cccs3)cs2)CC1	-13	1%	0%	-11	2%	0%	0%	-19	2%
38	CN(C(=O)c1cncc(Br)c1)C1C2CC3CC(C2)CC1C3 (centres undefined)	23	4%	8%	4	0%	23%	-5%	-2	-1%
39	COC(=O)C1=C(C)N(C)C(=O)NC1c1cc(Cl)c(O)c(OC)c1 (centres undefined)	7	0%	0%	3	5%	3%	3%	8	1%
40	CCCCN1C(=N)N([C@@H](CN2CCC[C@H]2CN2C(N)=NC[C@@H]2Cc2ccccc2)C(C)C)C[C@H]1Cc1ccccc1	0	0%	-1%	-6	9%	4%	8%	-6	5%
41	Cc1cc(C)cc(NC(=O)N(C)Cc2ccccc2)c1	8	8%	-2%	-4	14%	-7%	7%	13	20%
42	O=C(CSc1nc2ccccc2n1Cc1ccc(Cl)cc1)N/N=C/c1ccccc1C(=O)O	3	-10%	7%	-5	-15%	-9%	4%	-1	-18%
43	COC(=O)c1cc(Br)c(=O)n(CCN2CCCCC2)c1	-19	20%	-4%[9.22 µM]	6	10%	3%	-4%	-2	10%
44	CCn1c(SCC(=O)c2cc(OC)ccc2OC)nnc1C1CC1	-11	5%	-5%	-22	-13%	-6%	7%	-3	7%
45	Cc1ccc(Cl)c(NC(=O)COC(=O)c2nn(-c3ccccc3)cc2O)c1Cl	-21	0%	-2%	-5	-1%	-3%	2%	32	-2%
